C2C12 statin = suppressors of simvastatin-induced myotoxicity in C2C12 myotubes; rescue of ATP level, % at 7.49 µM; ATP luminescence, 48 h; scaled: DMSO 0, geranylgeraniol control 100; 0.78% of 330,000 active;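 active = mean ATP rescue above about 67%, or every replicate alone reaching that limit, limit read from the data, passing the limit was not always enough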;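 also: myotubes were challenged with 10 µM simvastatin during compound exposure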
esBAF inh = inhibitors of esBAF chromatin remodeling in mouse ES cells. reporter increase, % at 12.5 µM. AID 602393. 2% of 350,000 active. Bmi1-luciferase knock-in reporter, 24 h; 100% = twice the neutral-well signal; in the data active = activation above about 40%;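 also: 0% = median of the plate's neutral control wells and 100% = double that signal; a rise in the Bmi1 reporter signal indicates esBAF inhibition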
LGR2 inh = blocks bursicon-induced cAMP signaling via Drosophila LGR2; HEK293 LGR2, CRE-luciferase, bursicon-stimulated, 4 h; inhibition, % at 9.99 µM; 0.35% of 380,000 active;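 active = drop in luminescence signal, shown as inhibition above about 50% in the replicate tests, limit read from the data, passing the limit was not always enough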;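 also: agonist challenge used bursicon conditioned medium at about half maximal strength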
FN deposit inh = fibronectin deposition inhibition; AID 743247; 0.086% of 350,000 active; inhibition, % at 12.6 µM; AH1F fibroblasts, Alexa488-fibronectin deposition fluorescence, overnight;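 active = mean inhibition across replicates of 30% or more, regardless of how many single replicates reach that level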;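 also: positive control wells lacked labelled fibronectin entirely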
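Material – AH1F fibroblast monolayer, labelled fibronectin deposition · Reagent – labelled fibronectin 24 nM · Timing – 1 h adhesion, overnight exposure · Measured by – fluorescence at 485 nm excitation, 525 nm emission · Read-out – inhibition of fibronectin deposition signal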
S100A4 MyoIIA = inhibitors of human S100A4 binding to myosin IIA peptide | S100A4/TAMRA-MyoIIA peptide fluorescence polarization | inhibition, % at 10.7 µM | AID 652163 | 0.14% of 360,000 active | P26447;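 active = mean inhibition of at least 70% across replicates, with every replicate also reaching that level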
Target sequence (P26447 whole entry, looked up): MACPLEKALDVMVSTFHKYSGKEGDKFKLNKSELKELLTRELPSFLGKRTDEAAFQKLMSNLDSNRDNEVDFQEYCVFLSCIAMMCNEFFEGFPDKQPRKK
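System – human S100A4 monomer protein, biochemical binding assay · Buffer or medium – Calcium-containing HEPES buffer, pH 7.2 · Timing – 5 min between mix addition and reading · Also added – TAMRA-labelled myosin IIA heavy-chain peptide probe, 5 nM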
Casp6 inh = caspase-6 (human) enzyme inhibition; P55212; purified caspase-6, Z-VEID-R110 cleavage fluorescence; inhibition, % at 12.5 µM; 0.53% of 350,000 active;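 active = mean inhibition across replicates at least about 35%, with every replicate also reaching that limit, limit read from the data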;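 also: 0% = median of neutral control wells and 100% = no fluorescence left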
Target sequence (P55212 24-179 limits assumed): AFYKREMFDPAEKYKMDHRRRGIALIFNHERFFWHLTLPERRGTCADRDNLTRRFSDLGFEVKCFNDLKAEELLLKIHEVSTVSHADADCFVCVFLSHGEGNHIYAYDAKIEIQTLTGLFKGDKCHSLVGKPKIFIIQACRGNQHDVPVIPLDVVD
Target sequence (P55212 194-293 limits assumed): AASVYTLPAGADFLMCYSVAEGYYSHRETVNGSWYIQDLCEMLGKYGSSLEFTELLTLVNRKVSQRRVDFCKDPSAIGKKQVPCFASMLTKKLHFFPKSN
SIRT5 block = blocks human SIRT5 desuccinylation of peptide; Q9NXA8; Purified SirT5, succinyl-peptide AMC, trypsin-coupled fluorescence; inhibition, % at 15 µM; 1.1% of 330,000 active; in the data active = inhibition above about 15%
Target sequence (Q9NXA8 whole entry, looked up): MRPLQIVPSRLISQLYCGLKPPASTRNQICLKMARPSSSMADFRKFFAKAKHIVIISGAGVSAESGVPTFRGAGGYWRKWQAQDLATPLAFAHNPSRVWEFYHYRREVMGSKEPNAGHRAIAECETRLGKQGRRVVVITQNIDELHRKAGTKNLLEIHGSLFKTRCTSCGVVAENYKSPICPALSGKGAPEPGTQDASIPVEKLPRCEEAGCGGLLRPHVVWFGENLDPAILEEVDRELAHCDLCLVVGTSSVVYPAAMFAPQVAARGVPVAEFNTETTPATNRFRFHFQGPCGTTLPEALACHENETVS
* = called active by the depositor; nt = not tested or not shown; & = joins results of further samples.

nr	smiles	C2C12 statin	esBAF inh	LGR2 inh	FN deposit inh	S100A4 MyoIIA	Casp6 inh	SIRT5 block
1	O=C(Nc1ccnn1C1CCN(Cc2ccccc2)CC1)C1CCOC1 (stereo not given)	3	-7	-2	nt	-4	3	0
2	CC12C=CC(C)(C3C(=O)NC(=O)C31)C1C3C(=O)NC(=O)C3C12 (stereo not given)	nt	nt	-2	-3	-3	3	nt
3	CC(=O)N[C@@H](Cc1c[nH]c2ccccc12)C(=O)OCc1cc(C(F)(F)F)cc(C(F)(F)F)c1	-3	-7	14	-6	-2	1	-6
4	O=C(C[C@@H]1C[C@@H]2c3cc(NC(=O)c4ccc5c(c4)OCO5)ccc3O[C@@H]2[C@H](CO)O1)NCc1cccc(F)c1	-3	-1	-23	-15	-37	-4	-3
5	Cc1ccc(C(=O)OCN2C(=O)c3ccccc3C2=O)o1	4	-2	-13	2	0	4	-2
6	O=S(=O)(c1cccc(-c2n[nH]c(=S)n2-c2ccccc2Cl)c1)N1CCOCC1	-7	36	-20	nt	-8	0	nt
7	COc1ccc(NC(=O)Nc2cccc3c2O[C@H](CN(C)S(=O)(=O)c2ccc(F)cc2)[C@@H](C)CN([C@H](C)CO)C3=O)cc1	-6	9	1&9	4	-7&6	-3&2	-2&-2
8	C[C@@H]1CN([C@H](C)CO)C(=O)c2cccc(NS(C)(=O)=O)c2O[C@@H]1CN(C)C(=O)NC1CCCCC1	13	-3	20	nt	5	-2	-8
9	C[C@@H]1CN([C@H](C)CO)C(=O)c2cc(NC(=O)CCC(F)(F)F)ccc2O[C@@H](C)CCCCO[C@H]1CN(C)C(=O)Nc1cccc2ccccc12	nt	10	5	6	nt	nt	nt
10	COc1cccc2sc(Nc3nnc(-c4ccccc4Cl)o3)nc12	-35	-4	-25	8	0	-4	nt
11	COc1ccc(-c2cnc3c(c2)C(=O)N([C@@H](C)CO)C[C@H](C)[C@H](CN(C)Cc2ccc(C(=O)O)cc2)O3)cc1	-8	-3	7	nt	-23	-2	-4
12	C[C@@H]1CN([C@@H](C)CO)C(=O)c2cccc(NC(=O)C3CC3)c2O[C@H]1CN(C)CC1CCCCC1	-15	-5	-4	nt	4	2	-2
13	CN1CCCN(S(=O)(=O)c2ccc(O)c(C(=O)O)c2)CC1	6	-3	11	2	9	-10	-3
14	C[C@H]1CN([C@@H](C)CO)S(=O)(=O)c2ccc(C#Cc3ccc(F)cc3)cc2O[C@@H]1CN(C)C(=O)NC1CCCC1	13	-6	13	-7	6	0	4
15	C[C@@H]1CN([C@@H](C)CO)S(=O)(=O)c2ccc(C#CC3CC3)cc2O[C@@H]1CN(C)CC1CC1	-19	13	-14	-6	2	0	2
16	Cn1c(N)c(C(=O)COC(=O)c2ccc(Br)o2)c(=O)n(C)c1=O	2	2	-5	nt	3	9	-1
17	COc1cccc(N2CCN(C(=O)c3cc4c(s3)-c3ccccc3OC4)CC2)c1	-5	-3	-2	11	-1	-3	-2
18	COc1ccc(/C=C(\NC(=O)c2ccc([N+](=O)[O-])cc2)C(=O)NCCN2CCOCC2)cc1	2	-7	-9	5	1	0	-3
19	CN(C(=O)C(Cl)Cl)C1CC2C=CC1C2 (stereo not given)	nt	nt	-6	2	0	-4	3
20	Cc1cc(OCC(=O)NCc2cccnc2)c2c(C)c(Cc3ccccc3)c(=O)oc2c1	29	0	5	-20	-3	7	-1
21	COc1ccc(OC)c(S(=O)(=O)N2CCC(C(=O)N3CCN(c4ccc(F)cc4)CC3)CC2)c1	10	0	4	nt	8	-2	1
22	C[C@@H]1CN([C@H](C)CO)C(=O)c2cc(NC(=O)Nc3ccc4c(c3)OCO4)ccc2O[C@@H]1CN(C)C(=O)NC1CCCCC1	-5	1	4	nt	6	1	7
23	O=C(c1ccncc1)N1CC(=O)N2[C@@H](CO)[C@H](c3ccc(/C=C/c4ccccc4)cc3)[C@@H]2C1	nt	nt	-16	nt	4	-2	6
24	COCC(=O)Nc1ccc2c(c1)OC[C@H](C)N(C(=O)c1ccncc1)C[C@H](C)[C@H](OC)CN(C)C2=O	-7	-2	0	-19	0	4	-6

Among those listed so far, these contain a COOH group.
nr	smiles	C2C12 statin	esBAF inh	LGR2 inh	FN deposit inh	S100A4 MyoIIA	Casp6 inh	SIRT5 block
11	COc1ccc(-c2cnc3c(c2)C(=O)N([C@@H](C)CO)C[C@H](C)[C@H](CN(C)Cc2ccc(C(=O)O)cc2)O3)cc1	-8	-3	7	nt	-23	-2	-4
13	CN1CCCN(S(=O)(=O)c2ccc(O)c(C(=O)O)c2)CC1	6	-3	11	2	9	-10	-3

(cont.)
nr	smiles	C2C12 statin	esBAF inh	LGR2 inh	FN deposit inh	S100A4 MyoIIA	Casp6 inh	SIRT5 block
25	O=C(C1CSC2(c3ccc(F)cc3)CCC(=O)N12)N1CCCCCC1 (stereo not given)	2	-6	nt	-1	nt	nt	nt
26	Cc1cc(Cn2nc(C(=O)NCc3cccs3)cc2-c2ccccc2)on1	8	-8	-5	-1	18	nt	nt
27	COc1ccc(NC(=O)Nc2ccc3c(c2)C(=O)N([C@@H](C)CO)C[C@H](C)[C@H](CN(C)C(=O)Nc2ccccc2)O3)cc1	-13	-1	4	nt	4	0	-3
28	COc1cc(OC)c(NC(=S)Nc2cccc(C)c2)cc1Cl	-7	7	3	7	nt	nt	nt
29	C[N+]1(CC2COC3(CCCCC3)O2)CCCC1 (stereo not given)	nt	nt	nt	0	-1	2	-4
30	CC1CC(Nc2ccccc2)c2ccccc2N1C(=O)c1ccco1 (stereo not given)	6	6	14	1	0	-4	7
31	Cc1ccc(S(=O)(=O)Nc2ccc(-n3c(C)nc4ccccc4c3=O)cc2)cc1	-49	-4	3	-7	33	-3	-3
32	N#C/C(=C\c1ccc(OCC(N)=O)cc1)S(=O)(=O)c1ccccc1	3	4	27	-6	3	-6	0
33	Cc1cc(C(=O)Nc2cccc3c2O[C@@H](CN(C)CC2CCCCC2)[C@H](C)CN([C@@H](C)CO)C3=O)n(C)n1	-36	1	-4	nt	0	2	1
34	CN(C)C(=O)c1ccc(-c2ccc([C@H]3[C@@H](C#N)N(C(=O)C4CCCCC4)[C@H]3CO)cc2)cc1	-25	-1	9	-8	11	-1	6
35	O=C(NCCc1ccccc1C(F)(F)F)C1CCC(=O)N(C2CC2)C1 (stereo not given)	-9	7	11	3	-4	-1	0
36	COc1ccc(NC(=O)Nc2ccc3c(c2)C(=O)N([C@@H](C)CO)C[C@H](C)[C@@H](CN(C)C(=O)NC2CCCCC2)O3)cc1	26	-1	21	nt	14	-1	6

Retrieved by compound from the list above, two records:
nr	smiles	C2C12 statin	esBAF inh	LGR2 inh	FN deposit inh	S100A4 MyoIIA	Casp6 inh	SIRT5 block
24	COCC(=O)Nc1ccc2c(c1)OC[C@H](C)N(C(=O)c1ccncc1)C[C@H](C)[C@H](OC)CN(C)C2=O	-7	-2	0	-19	0	4	-6
15	C[C@@H]1CN([C@@H](C)CO)S(=O)(=O)c2ccc(C#CC3CC3)cc2O[C@@H]1CN(C)CC1CC1	-19	13	-14	-6	2	0	2

Additional records
nr	smiles	C2C12 statin	esBAF inh	LGR2 inh	FN deposit inh	S100A4 MyoIIA	Casp6 inh	SIRT5 block
37	C[C@@H]1CN([C@@H](C)CO)C(=O)c2c(c3ccccc3n2C)-c2ccccc2CO[C@H]1CN(C)Cc1ccc(-c2ccccc2)cc1	nt	nt	23	12	4	1	4
38	CCOc1ccc(C(=O)NC(=S)Nc2ccc(N3CCCCC3)cc2)cc1[N+](=O)[O-]	nt	nt	4	-10	-4	-4	-2
39	CCCCNCc1cc2ccccc2o1	nt	nt	2	4	-22	2	-2
40	Cc1ccc(S(=O)(=O)/C(C#N)=C/c2c(N3CCN(Cc4ccccc4)CC3)nc3ccccn3c2=O)cc1	3	7	0	8	-11	3	-1
41	C[C@H](CO)N1C[C@H](C)[C@H](CN(C)C(=O)Nc2ccc(C(F)(F)F)cc2)Oc2ccc(NC(=O)C3CCCCC3)cc2CC1=O	-9	2	7	nt	-1	4	-2
42	O=c1c2cc3c(=O)n(CC4CCCO4)c(=O)c3cc2c(=O)n1CC1CCCO1 (stereo not given)	8	-10	15	nt	26	-3	0
43	O=C(CN1C(=O)C2CCCCC2C1=O)N1CCN(c2ncccn2)CC1 (stereo not given)	-7	-1	-2	10	-3	1	-13
44	CCC(Oc1cccc(Cl)c1)C(=O)N1CCCN(C)CC1 (stereo not given)	-2	-1	2	nt	-2	-7	3
45	C=CC[C@H](CC(=O)N(CCO)Cc1ccccc1)C(=O)N[C@@H](C)COC(=O)[C@H](CC=C)CC(=O)OC(C)(C)C	18	4	0	11	-2	-1	4
46	CNc1ccc(Cl)nn1	-1	1	6	7	5	-1	-3
47	N#CC1=C(N)NC(SCc2ccccc2)=C(C#N)C12CCCCC2	-3	27	nt	6	nt	nt	nt
48	Cn1c(SCc2ccc(F)cc2)nnc1-c1ccccn1	4	41*	nt	2	nt	nt	nt
49	O=C(NCCN1CCCC1)[C@H]1[C@H](CO)[C@H]2Cn3c(cccc3=O)[C@H]2N1C(=O)c1ccccc1	4	-3	7	nt	-2	0	2
50	C[C@H](CO)N1C[C@H](C)[C@H](CN(C)Cc2ccc(Cl)c(Cl)c2)OCc2ccccc2-c2c(n(C)c3ccccc23)C1=O	nt	nt	13	-4	12	2	3
51	NC(=NCCc1c[nH]c2ccccc12)NC(=O)c1ccc(F)cc1	-5	-3	-17	-2	4	2	-3
52	C#Cc1ccc([C@@H]2C=C(C(=O)N3CCN(Cc4ccccc4)CC3)O[C@H](OCC)[C@H]2CCCO)cc1	-10	-6	nt	-4	-2	-3	3
53	O=C(O)CCC(=O)N(Cc1ccccc1)Cc1ccccc1	9	1	-5	-4	-4	3	2
54	COc1ccc(S(=O)(=O)Nc2ccc3c(c2)C(=O)N([C@H](C)CO)C[C@H](C)[C@@H](CN(C)S(C)(=O)=O)O3)cc1	5	2&0	-3&-2	2	-6&-2	1&-2	-1&-4
55	O=C(O)C(Cc1ccccc1)N1C(=O)C2CCCCC2C1=O (stereo not given)	nt	nt	nt	1	1	0	4
56	CS(=O)(=O)N(CC(=O)NN=C1CCCCCC1)c1ccc(Oc2ccccc2)cc1	0	-8	-17	7	4	-2	2
57	Cc1ccc(CSc2ncn(-c3ccccc3)n2)cc1	7	20	nt	-9	nt	nt	nt
58	O=C(/C=C/c1ccc(S(=O)(=O)N2CCOCC2)cc1)NCc1ccccc1F	4	-5	-5	2	-3	1	0
59	OC1C(O)C(O)C(O)C(O)C1O (stereo not given)	1&2&-5	-7&0&4	0&1&-1	-4&-7&6	0&-3&31	3&-2&4	-2&7&-2
60	C[C@H]1CN([C@@H](C)CO)C(=O)CCCn2nncc2CO[C@H]1CN(C)Cc1ccc(C(=O)O)cc1	nt	nt	0	-1	-2	3	-1
61	O=C(CN1C(=O)NC2(CCCCC2)C1=O)Nc1ccccc1N1CCCC1	10	2	-7	1	-5	32	-1
62	Cc1cc(C(=O)Nc2ccc3c(c2)OCCO3)ccc1[N+](=O)[O-]	-6	-40	59*	-2	-3	2	0
63	CCOC(=O)C1=C(C)N=c2s/c(=C/c3cccc([N+](=O)[O-])c3O)c(=O)n2C1c1ccccc1 (stereo not given)	-4	0	-6	1	-6	17	12
64	O=C(NC(Cc1ccccc1)C(=O)O)C1CCN(S(=O)(=O)c2ccccc2C(F)(F)F)CC1 (stereo not given)	-5	-2	-5	-2	-2	-4	-5
65	C/C=C/c1cnc2c(c1)C(=O)N([C@H](C)CO)C[C@H](C)[C@@H](CN(C)C(=O)Nc1ccc(C(F)(F)F)cc1)O2	-35	1	28	nt	-12	-1	9
66	O=C(Cc1cccs1)N1CCN=C1SCc1ccccc1Cl	nt	nt	8	nt	-2	nt	-1
67	Cc1ccc(OCc2nnc(SCC(=O)CC(=O)Nc3ccccc3)o2)cc1	7	3	nt	-1	nt	nt	nt
68	Cc1ccc(S(=O)(=O)N2CCN(CC(=O)N/N=C\c3ccc(O)c(O)c3)CC2)cc1	24	5	5	-17	-6	10	-3
69	O=C(CCCN1C(=O)NC2(CCCC2)C1=O)Nc1cccc(S(=O)(=O)N2CCOCC2)c1	10	1	7	15	-3	1	1
70	COc1ccc2c(CN3CCN(C(C)=O)CC3)cc(=O)oc2c1	-2	2	12	-2	56	1	-1

Source: PubChem (Broad Institute)

The list is partial, so the mix of outcomes need not match the whole.
